# TSG101-PTAP inh: blocks PTAP/TSG101 interaction to inhibit HIV-1 budding; Fluorescence polarization, FITC-PTAP peptide / Tsg101 binding; Potency, µM (highest dose often 115 µM), for the others: at the highest dose activity change, negative = inhibition, usual class: inhibitors; 340,000 tested, under 10 active; AID 493005; active = well fitted inhibition curve with a large enough effect in the main read-out, with a control signal flat, not every such curve was filed as active; inconclusive = small, poorly fitted or top-dose-only effect, or effect the other way, or a change in a side signal; inactive = no such curve, though single readings can be large or run the other way; also: potency is read from the fitted curve at half-maximal effect; % of control where 0% means no effect
# Target sequence (Q99816 whole entry, looked up): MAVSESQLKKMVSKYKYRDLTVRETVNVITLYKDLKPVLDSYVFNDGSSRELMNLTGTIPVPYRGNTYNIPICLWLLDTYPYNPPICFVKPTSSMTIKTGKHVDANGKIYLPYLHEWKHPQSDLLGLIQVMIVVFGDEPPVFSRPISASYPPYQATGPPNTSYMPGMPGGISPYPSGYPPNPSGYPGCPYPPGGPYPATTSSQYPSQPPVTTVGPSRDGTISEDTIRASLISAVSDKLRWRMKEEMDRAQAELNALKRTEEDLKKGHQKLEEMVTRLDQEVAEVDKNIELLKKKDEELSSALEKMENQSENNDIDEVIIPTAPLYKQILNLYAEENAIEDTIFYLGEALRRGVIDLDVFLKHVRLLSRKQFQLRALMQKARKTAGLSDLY
#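 Fluorescence anisotropy tracks displacement of a FITC-tagged PTAP peptide (50 nM) from the Tsg101 binding domain (10 uM), following a 20 min room-temperature incubation at pH 7.5.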
# PKM2 act: increases activity of human pyruvate kinase M2; purified PKM2, Kinase-Glo ATP luminescence, activation; response scale: 0% is enzyme alone, no compound; Potency, µM (top dose mostly 57.5 µM), for inactives: top-dose activation, most hits filed as activators; 0.34% of 260,000 active; AID 1631; also: potency is read from the fitted curve at half-maximal effect; % is scaled to controls: 0 for no effect and ±100 for the full control effect; nearly all actives have a fitted effect of over 55% in size
#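 hPK-M2, >95% pure; 0.1 mM ADP / 0.5 mM PEP final; imidazole pH7.2 buffer w/ 7 mM MgCl2, 50 mM KCl; 1 h RT; Kinase-Glo lum. Intermediate enzyme activity for dual inhibitor/activator qHTS.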
# Chronic BCR inh: inhibitors of chronic active B-cell receptor signaling; ABC-DLBCL IkBa-CBG/CBR reporter, luminescence ratio, 4 h; 0.05% of 340,000 active; AID 493014; Potency, µM (top dose mostly 46.1 µM), inactives show top-dose ratio change, negative = lower green/red ratio, actives largely listed as inhibitors; active = well fitted inhibition curve with a large enough effect in the signal ratio, with a control signal flat, not every such curve was filed as active; inconclusive = small, poorly fitted or top-dose-only effect, or effect the other way, or a change in a side signal; the % refers to the signal ratio;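 also: potency is read from the fitted curve at half-maximal effect; plate controls were basal doxycycline-induced cells for no effect and cells given 10 µM MG132 for full effect; MG132 reads +100%, hits lower the ratio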
#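 Cell line TMD8 (human ABC DLBCL), stably expressing tet-inducible CBG68-IkBa fusion and CBR; IMDM/0.5% FBS; cpd up to 46 uM; dox induction, 4 h, 37C/5% CO2; dual luminescence; green/red ratio; MG132 control.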
# S-ASM inh: inhibitors of human secretory acid sphingomyelinase. P17405. placental ASM, HMU-PC fluorogenic substrate, 60 min. Potency, µM (doses to about 57.5 µM), inactives show top-dose activity change, negative = inhibition, actives largely listed as inhibitors. 0.006% of 340,000 active. AID 504937; also: potency is read from the fitted curve at half-maximal effect
#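 Human placenta-derived ASM preincubated with compound 10 min at room temperature, then reacted with 9 uM (final) fluorogenic HMU-PC substrate for 60 min at 37 C. Stop solution raises pH to 10; fluorescence read at Ex 386/Em 447 nm.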
# Menin-MLL TR inh: menin-MLL binding inhibition, Texas Red mutant peptide | Menin + Texas Red MLL mutant peptide, fluorescence polarization | Potency, µM (series often up to 61.6 µM), for the others: top-dose FP activity change, negative = inhibition, hits mostly inhibitors | 0.23% of 270,000 active; active = well fitted inhibition curve with a large enough effect in the polarisation, with a control signal flat, not every such curve was filed as active; inconclusive = small, poorly fitted or top-dose-only effect, or effect the other way, or a change in a side signal; inactive = no such curve, though single readings can be large or run the other way; the % refers to the polarisation; also: potency is read from the fitted curve at half-maximal effect; % of control where 0% means no effect; many of its hits are not listed in these tables
# GALK inh: blocks human galactokinase activity. P51570. Purified GALK, Kinase-Glo residual ATP luminescence. Potency, µM (titrated, usually from 57.5 µM), without a hit: top-dose activity change, negative = inhibition, usual class: inhibitors. 0.007% of 270,000 active; also: potency is read from the fitted curve at half-maximal effect; % is scaled to controls: 0 for no effect and ±100 for the full control effect
#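 Compounds were pin-transferred into ATP buffer (35 uM final), then GALK plus galactose (5 nM, 100 uM final) was added. After 1 h at room temperature, Kinase-Glo Plus was added and luminescence read after 10 min.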
# Coupling enz: coupling enzyme interference in Giardia aldolase counter-screen; coupling enzyme system counterscreen, AmpLite Red fluorescence; activity change, negative = inhibition, % at 58.2 µM, hits read low; 0.67% of 290,000 active; AID 2472; in the data active = activity change below about -30%; also: % is scaled to controls: 0 for no effect and ±100 for the full control effect
#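 Counterscreen lacking aldolase: glyceraldehyde-3-phosphate coupling-enzyme reagent preincubated 10 min at RT with compound (at 57.5 uM final), then substrate/coupling system with AmpLite Red added; fluorescence read at 525/598 nm after 20 min RT.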
# Integrin act MD: activators of alpha7 integrin expression for muscular dystrophy; 0.064% of 350,000 active; Potency, µM (doses to about 38.3 µM), inactives show top-dose activation, most hits filed as activators; alpha7betagal myoblasts, beta-gal FDG fluorescence, 48 h;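 also: potency is read from the fitted curve at half-maximal effect; 100% = response of the positive control SU9516; nearly all actives have a fitted effect of over 60% in size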
#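 Alpha7betagal+/- myoblasts (passage 13) were plated 16-24 hr, then exposed to compounds (1:260 dilution of DMSO stock) for 48 hours at 37C. After MPER lysis, β-galactosidase reporter activity was read as FDG fluorescence (ex 480/em 540) after 30 minutes.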
# B2AR arrestin: agonists driving beta-arrestin recruitment to human beta2-adrenergic receptor | 0.02% of 330,000 active | beta-arrestin recruitment to beta2AR, cell-based reporter | P07550 | Potency, µM (series often up to 46.1 µM), for inactives: at the highest dose activation, hits mostly activators | AID 492947;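 also: potency is read from the fitted curve at half-maximal effect; 0% = DMSO controls and full agonism = EC100 isoproterenol or metaproterenol; nearly all actives have a fitted effect of over 65% in size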
# Tb PFK inh: T. brucei PFK enzyme inhibition | O15648 | T. brucei PFK, ADP-Glo luminescence | Potency, µM (titrated, usually from 57.5 µM), for the others: at the highest dose activity, negative = inhibition, most hits filed as inhibitors | 0.17% of 330,000 active;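 also: potency is read from the fitted curve at half-maximal effect; 0% = uninhibited 1x PFK enzyme wells and -100% = no-enzyme wells; nearly all actives have a fitted effect of over 60% in size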
# Target sequence (O15648 whole entry, looked up): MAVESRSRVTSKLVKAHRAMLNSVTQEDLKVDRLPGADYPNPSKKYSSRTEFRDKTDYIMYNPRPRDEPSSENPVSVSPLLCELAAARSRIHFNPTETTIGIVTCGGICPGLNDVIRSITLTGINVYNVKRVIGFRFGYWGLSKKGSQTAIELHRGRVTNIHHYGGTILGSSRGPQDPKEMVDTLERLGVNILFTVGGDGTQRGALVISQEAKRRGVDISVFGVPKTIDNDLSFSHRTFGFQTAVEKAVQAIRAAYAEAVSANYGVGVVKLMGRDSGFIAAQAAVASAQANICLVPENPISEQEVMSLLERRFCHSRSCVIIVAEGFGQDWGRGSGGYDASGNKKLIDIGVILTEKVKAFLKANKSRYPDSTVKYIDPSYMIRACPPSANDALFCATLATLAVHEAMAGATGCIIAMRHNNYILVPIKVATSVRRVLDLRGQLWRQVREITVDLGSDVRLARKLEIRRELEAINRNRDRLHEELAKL
#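 1.25 nM PFK with 0.5 mM F6P and 0.1 mM ATP in 0.1 M TEA pH 8.0, 5 mM MgCl2, incubated 45 min at room temperature; ADP measured by ADP-Glo luminescence; compounds titrated up to 57 uM.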
# Giardia killer: kills Giardia lamblia. Giardia lamblia trophozoite viability. activity change, % at 7.66 µM, hits read low. 0.15% of 340,000 active. AID 540267; in the data active = activity change below about -80%; inconclusive = between about -30% and that limit;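 also: parasites exposed to compound for two days anaerobically before the ATP read; % is scaled to controls: 0 for no effect and ±100 for the full control effect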
#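 Trophozoite viability was measured as ATP-dependent luminescence, read 15-30 min after reagent addition. Before that, parasites at 100 cells/well were exposed to compounds for 48 h, anaerobically, at 37 deg C.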
# An asterisk follows results filed as active; u = inconclusive; x = not tested or not shown; [ ] = another dose, or the depositor's remark. Unless noted, calls follow the shape of the dose curve; as a rule, active = well fitted curve in the direction sought with a large enough effect; inconclusive = small, poorly fitted or top-dose-only effect, or another doubt; inactive = no such curve, though single readings can be large; an effect the other way counts as inactive or inconclusive.
# Start of the listing, in advance:
SMILES,TSG101-PTAP inh,PKM2 act,Chronic BCR inh,S-ASM inh,Menin-MLL TR inh,GALK inh,Coupling enz,Integrin act MD,B2AR arrestin,Tb PFK inh,Giardia killer
CC(=O)Nc1cc(C)nn1-c1nc2ccccc2s1,0%,-7%,9%,-2%,3%,0%,-1,-17%,0.1%,-4%,-3
COc1cccc(C2C3=C(CCCC3=O)Nc3[nH]n(-c4ccccc4)c(=O)c32)c1 (stereo not given),-3%,-7%,0%,1%,-6%,-3%,6,-25%,0.0%,25%,3
c1ccc(CNc2cnccn2)cc1,-1%,4%,1%,11%,u,0%,3,-25%[7.66 µM],0.3%,3%,-7

# Main list, from the start:
SMILES,TSG101-PTAP inh,PKM2 act,Chronic BCR inh,S-ASM inh,Menin-MLL TR inh,GALK inh,Coupling enz,Integrin act MD,B2AR arrestin,Tb PFK inh,Giardia killer
CC(=O)Nc1cc(C)nn1-c1nc2ccccc2s1,0%,-7%,9%,-2%,3%,0%,-1,-17%,0.1%,-4%,-3
COc1cccc(C2C3=C(CCCC3=O)Nc3[nH]n(-c4ccccc4)c(=O)c32)c1 (stereo not given),-3%,-7%,0%,1%,-6%,-3%,6,-25%,0.0%,25%,3
c1ccc(CNc2cnccn2)cc1,-1%,4%,1%,11%,u,0%,3,-25%[7.66 µM],0.3%,3%,-7
CC1CCC(NC(=O)c2cc(S(=O)(=O)N(C)C)ccc2N2CCCC2)CC1 (stereo not given),2%,x,-2%,0%,x,x,x,-16%,0.1%,5%,2
COc1ccc([N+](=O)[O-])cc1NC(=O)c1cncc(Br)c1,-3%,-7%,5%,-1%,10%,4%,-1,u,0.0%,0%,11
Cc1cccc(CCN(Cc2cc3cccc(C)c3[nH]c2=O)C(=O)N2CCOCC2)c1,-4%,-1%,8%,-2%,u,-3%,4,-4%,0.2%,12%,13
Cc1cccc2c1NC(=O)C21OCC(CO)([N+](=O)[O-])CO1 (stereo not given),2%,x,-4%,2%,20%,x,-1,-14%,-0.5%,1%,8
CCCOc1ccc(C(=O)Nc2ccc3c(c2)OCO3)cc1,-5%,-7%,u,0%,x,-4%,x,8%,-1.2%,-1%,-11
CCOCc1cnc(C)nc1NCC(=O)c1c(C)[nH]c2ccccc12,-15%,-1%,1%,4%,-13%,4%,-2,1%,0.1%,-6%,16
O=C(NCc1cccnc1)c1ccc(Cl)c(S(=O)(=O)N2CCCCCC2)c1,0%,15%,-1%,-4%,4%,2%,6,-5%,-0.2%,-2%,-28
O=C(NCc1nnc(SCc2ccccc2)n1-c1ccccc1)C12CC3CC(CC(C3)C1)C2,-1%,-3%,7%,1%,u,-2%,3,20%,-0.4%,-2%,-2
COC(=O)C1(C(F)(F)F)N=C(C(F)(F)F)Nc2ccc(Cl)cc21 (stereo not given),-6%,2%,u,0%,18%,x,-11,1%,-0.4%,1%,-22
COc1cc2c(C#Cc3cccnc3)c(-c3ccsc3)oc(=O)c2cc1OC,-1%,x,u,8%,x,x,x,9%,0.0%,5%,-14
COc1ccc(S(=O)(=O)n2nc(OC(=O)c3cccs3)cc2N)cc1,0%,3%,-7%,-6%,11%,3%,0,-9%,0.1%,-1%,5
NC(=S)N=Nc1c(O)[nH]c2cc(F)c(F)cc12,-2%,4%,-7%,-3%,13%,1%,3,-10%,-0.7%,0%,-16
COc1ccc(C(=O)Nc2ccc(CN3CCS(=O)(=O)CC3)cc2)cc1,-8%,-34%,2%,3%,x,x,2,20%,-0.3%,-1%,-12
COc1ccc(C(CC(=O)NC(C)c2ccc(-c3ccccc3)cc2)NC(C)=O)cc1 (stereo not given),2%,2%,0%,-1%,u,-8%,1,-59%[inhibitor],-0.3%,1%,-8
CC(C)CNC(=O)c1cc(-c2ccc3c(c2)OCO3)on1,3%,x,u,4%,-23%,0%,0,u,-0.4%,-2%,7
O=S(=O)(c1ccc2ccccc2c1)N1CCN(C2CCN(Cc3ccccc3)CC2)CC1,-1%,1%,15%,2%,-7%,-2%,-1,-38%,-0.2%,-3%,14
Cc1ccc(OCC(=O)NNC(=O)c2ccc3c(=O)n4c(nc3c2)CCC4)cc1,-1%,x,3%,-4%,x,x,x,18%,0.5%,-3%,-10
O=C(/C=C/c1c(Cl)nc2ccccn12)N1CCCCC1,-1%,-1%,-2%,13%,-16%,-1%,1,10%,0.3%,0%,-3
CNC(=O)COc1coc(CN2CCN(c3ccccc3OC)CC2)cc1=O,-5%,x,-2%,7%,x,-4%,x,0%,0.0%,-5%,-24
Cc1c(C)[n+](=O)c(-c2cccs2)c(C)n1[O-],-2%,-5%,2%,-3%,-10%,-2%,0,21%,0.2%,-3%,5
CCOc1cc(/C=C/c2ccc3cccc([N+](=O)[O-])c3n2)cc(Cl)c1O,-4%,-11%,u,-22%,u,-2%,-4,-13%,-0.3%,-5%,-14
COc1cc2c(cc1OC)C(c1cc(OC)c(OC)cc1[N+](=O)[O-])N(C(C)=O)CC2 (stereo not given),0%,x,-1%,-2%,30%[activator],x,-2,-6%,0.4%,2%,-7
O=S(=O)(Nc1ccc2c(c1)OCCO2)c1cnc[nH]1,-5%,-9%,2%,0%,-4%,1%,-1,-10%,-0.2%,-1%,12
Cc1cc(C)c(NC(=O)Cn2c([N+](=O)[O-])cnc2C)c(C)c1,-3%,12%,-1%,4%,x,-3%,3,21%,0.1%,4%,-15
O=C(CS(=O)(=O)c1ccccc1)N1CCN(c2ccccc2)CC1,-2%,x,u,x,x,x,x,0%,-0.1%,-7%,-16
COc1ccc(-c2nnnn2C)cc1S(=O)(=O)Nc1ccc(C)cc1C,-7%,15%,2%,1%,-1%,-1%,-1,-3%,0.2%,-5%,-2
COC(=O)c1ccc(NC(=S)NC(=O)c2c(-c3ccccc3)noc2C)cc1,0%,14%,u,-13%,x,x,5,-8%,0.4%,-1%,14

# Arranged by molar mass (low to high): part of the list above.
SMILES,TSG101-PTAP inh,PKM2 act,Chronic BCR inh,S-ASM inh,Menin-MLL TR inh,GALK inh,Coupling enz,Integrin act MD,B2AR arrestin,Tb PFK inh,Giardia killer
O=C(/C=C/c1c(Cl)nc2ccccn12)N1CCCCC1,-1%,-1%,-2%,13%,-16%,-1%,1,10%,0.3%,0%,-3
Cc1ccc(OCC(=O)NNC(=O)c2ccc3c(=O)n4c(nc3c2)CCC4)cc1,-1%,x,3%,-4%,x,x,x,18%,0.5%,-3%,-10
COc1ccc(C(CC(=O)NC(C)c2ccc(-c3ccccc3)cc2)NC(C)=O)cc1 (stereo not given),2%,2%,0%,-1%,u,-8%,1,-59%[inhibitor],-0.3%,1%,-8

# (listing goes on)
SMILES,TSG101-PTAP inh,PKM2 act,Chronic BCR inh,S-ASM inh,Menin-MLL TR inh,GALK inh,Coupling enz,Integrin act MD,B2AR arrestin,Tb PFK inh,Giardia killer
O=C(CSC1=NS(=O)(=O)c2cc(Cl)ccc2N1)Nc1ccccc1F,-1%,x,u,-2%,x,x,x,23%,-0.1%,u,-9
CC(=O)OCC12COC3c4ccccc4OC(C)(CC1C)C3C2C (stereo not given),-5%,-1%,u,3%,-5%,13%,0,-21%,-0.2%,0%,-16
Oc1ccc(Cn2ccnc2)c2cccnc12,-1%,3%,-1%,2%,0%,0%,-3,8%,0.1%,10%,-1
CCCCN(C)CCC(=O)Nc1ccc(F)c(F)c1,0%,1%,-1%,0%,-8%,-1%,1,-15%,-0.6%,-5%,-5
Cc1ccc2nc(Cl)c(C#N)cc2c1,-3%,-5%,0%,0%,-13%,6%,4,-3%,0.0%,0%,8
COc1ccc(C(=O)OCC(=O)Nc2ccc(OC)c(S(=O)(=O)N3CCCCC3)c2)cc1[N+](=O)[O-],-15%,x,4%,-6%,x,x,x,-11%,-0.1%,10%,30[activator]
O=C(COc1ccc2c3c(c(=O)oc2c1)CCCC3)NCCCn1ccnc1,2%,x,2%,-1%,x,-1%,x,13%,0.5%,-1%,2
COc1ccc(N/C(=N/c2nc(C)cc(C)n2)NC(=O)Nc2ccc(Cl)c(Cl)c2)c(OC)c1,-2%,5%,-2%,-1%,-1%,1%,2,6%,0.2%,-21%,18
CC1CC(OCC(O)C[N+]2(C)CCOCC2)CC(C)(C)C1 (stereo not given),-5%,6%,-2%,2%,1%,6%,0,1%,-0.1%,0%,2
O=S(=O)(c1ccc(Br)cc1)c1nc(-c2ccco2)oc1NCCCn1ccnc1,-1%,x,3%,x,x,x,x,0%,0.1%,1%,15

# An excerpt. The share of hits here may be higher or lower than overall.
